Efflux pump mplx: blocks antifungal efflux pumps in multiplex yeast assay; actives 0.44% (n = 330,000); inhibition, % at 10 µM; S. cerevisiae Candida pump triplex, Nile Red efflux;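 active means plate passing quality check with inhibition over a set limit, or well fluorescence over plate mean plus 4 SD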;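 further: Nile Red retained in pooled yeast measured as flow cytometry median fluorescence; 0% = buffer negative control and 100% = Enniatin B positive control; higher means more Nile Red kept so more efflux inhibition; some compounds called inactive have numbers as strong as hits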
Yeast superoxide: caloric restriction mimetics inhibiting age-related superoxide in yeast. S. cerevisiae aged cells, superoxide DHE fluorescence; hits give low values. superoxide response (% of plate mean), % at 10 µM. AID 2690. actives 0.18% (n = 330,000);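 active means superoxide response under a set limit, about three screen SD below normal, cut at about 65% in these data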;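 further: yeast aged for seven days with compound at 30 °C before DHE staining; 100% = average MFI of all compound-treated wells on the plate with controls excluded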
The depositor's hits bear a star.

compound	Efflux pump mplx	Yeast superoxide
CC[C@]12c3[nH]c4ccc(OC)cc4c3CCN1C(=O)C(CC(=O)NC/C=C(\C)CCC=C(C)C)C[C@@H]2C(=O)N1CCN(C(=O)c2ccco2)CC1 (stereo partly drawn)	0.4	87
C=C1c2cccc(OC)c2O[C@H](C(=O)OCC)[C@@H]1CC(CC)CCCC (stereo partly drawn)	0.1	104
COc1ccc2sc(-c3ccccc3OC)c(-c3ccc(OCCN4CCOCC4)cc3)c2c1	128*	96
COC(=O)[C@@]1(Cc2ccccc2)[C@H]2C(=O)N(Cc3ccccc3)C(=O)[C@H]2[C@H]2CN=C(SCC(=O)c3ccccc3)N21	0.5	97
CCOC(=O)C1=CN(Cc2cccc(F)c2)S(=O)(=O)NC1c1ccccc1 (stereo not drawn)	-0.1	105
COc1ccccc1[C@H]1C(c2ccccc2)=NN(c2ccccc2)[C@@H]1CO	-0.4	80
COc1cc2c(cc1OC)[C@@H](NC(=O)CCC1CCCCC1)[C@H](O)C2	0.1	101
O=C(NCCc1ccc(F)cc1)Nc1ccc([N+](=O)[O-])cc1	0.1	93
CCN(CC)C(=O)[C@H]1C[C@H](CC(=O)NCc2cccc(C(F)(F)F)c2)C(=O)N2CCc3c([nH]c4cc(-c5ccco5)ccc34)[C@]12C	0.3	109
CCOC(=O)c1ccc(-c2cccc(-c3cc(=O)oc4cc(OC)cc(OC)c34)c2)cc1	0.2	100
CC[C@]12c3[nH]c4cc(CCC(=O)N(C)C)ccc4c3CCN1C(=O)[C@@H](CC(=O)NCCN1CCOCC1)C[C@@H]2C(=O)N1CCN(C(=O)C2CC2)CC1	-0.3	95
O=C(NNS(=O)(=O)c1ccc([N+](=O)[O-])cc1)c1ccc2ccccc2c1O	-0.1	121
Cc1cccc(N=[N+]([O-])c2cccc(C)n2)n1	-0.1	99
COc1ccc(C2CC(=O)Oc3cc(O)ccc32)cc1 (stereo not drawn)	-0.3	108
O=C(N/N=C/c1cccnc1)c1ccc2ccccc2c1O	0.0	135
COc1ccc2[nH]c3c(c2c1)CCN1C(=O)C(CC(=O)NCCc2ccccn2)C[C@H](C(=O)N2CCOCC2)[C@@]31C (stereo partly drawn)	-0.3	87
Cc1ccc(S(=O)(=O)NOCc2ccccc2)cc1	-0.2	103
O=C(NNC(=O)c1cc([N+](=O)[O-])ccc1Cl)c1cccnc1	0.0	95
CC(C)N(C(=O)[C@H]1C[C@H](CC(=O)NCCCN(C)C)C(=O)N2CCc3c([nH]c4ccc(Cl)cc34)[C@]12C)C(C)C	0.2	102
COc1cc(OC)c2c(-c3cccc(/C=C/c4ccc(F)cc4)c3)cc(=O)oc2c1	-0.2	104

compound	Efflux pump mplx	Yeast superoxide
CC[C@]12c3[nH]c4cc(-c5ccco5)ccc4c3CCN1C(=O)[C@@H](CC(=O)NCc1cccc(C(F)(F)F)c1)C[C@@H]2C(=O)N1CCN(C(=O)c2ccco2)CC1	0.2	103
CC(C)N(C(=O)[C@H]1C[C@H](CC(=O)NCCCn2ccnc2)C(=O)N2CCc3c([nH]c4cc(CCC(=O)N(C)C)ccc34)[C@]12C)C(C)C	0.0	103
COc1ccc2[nH]c3c(c2c1)CCN1C(=O)C(CC(=O)NCCc2ccccn2)C[C@H](C(=O)N(C(C)C)C(C)C)[C@@]31C (stereo partly drawn)	0.0	110
O=C(CCNC(=O)OCC1c2ccccc2-c2ccccc21)NOCc1ccccc1	-0.4	99
O=C(Nc1ccccc1Cl)NC1CCCCCCC1	-0.2	93
CC(C)[C@H]1COCCS(=O)(=O)N1Cc1ccccc1-c1cccc2c1oc1ccccc12	0.2	83
CCOC(=O)C1=CN(Cc2ccco2)S(=O)(=O)NC1c1ccc(Br)cc1F (stereo not drawn)	-0.1	89
COc1cc(NC(=O)Cn2cnc3c(NCc4ccccc4)ncnc32)cc(OC)c1OC	0.1	81
CCC(=O)CN(Cc1cc(OC)ccc1OC)S(=O)(=O)c1ccccc1Br	0.0	109
COc1cc2oc(=O)cc(-c3ccc(-c4ccc(C)cc4)cc3)c2c(OC)c1OC	-0.2	108
COc1ccc2[nH]c3c(c2c1)CCN1C(=O)C(CC(=O)NCCCn2ccnc2)C[C@H](C(=O)N2CCOCC2)[C@@]31C (stereo partly drawn)	-0.2	102
COc1cc(OC)c2c(-c3cccc(-c4ccc(C(F)(F)F)cc4)c3)cc(=O)oc2c1	-0.2	89
Cc1cc2oc(=O)cc(-c3ccccc3)c2c(C)c1-c1ccc(C(F)(F)F)cc1	0.1	99
S=C(NCCCc1ccccc1)NCc1ccccc1	-0.1	82
O=C(COc1ccccc1)N[C@@H]1c2ccccc2CC[C@@H]1O	-0.2	83
CC[C@]1(C(=O)OC)[C@H]2C(=O)N(C)C(=O)[C@H]2[C@H]2CN=C(SCc3ccc(C(=O)OC)cc3)N21	-0.2	107
CCOc1ccccc1C(=O)N/N=C/c1ccoc1	0.0	134
CC[C@]12c3[nH]c4ccc(Cl)cc4c3CCN1C(=O)[C@@H](CC(=O)NCCN1CCOCC1)C[C@@H]2C(=O)N1CCN(C(=O)C2CC2)CC1	-0.2	119
CC(C)N(C(=O)[C@H]1C[C@H](CC(=O)NC(C)(C)C)C(=O)N2CCc3c([nH]c4cc(-c5ccco5)ccc34)[C@]12C)C(C)C	0.4	89
Cc1cccc(NC(=O)NC2CCCCCCC2)c1	0.1	112

compound	Efflux pump mplx	Yeast superoxide
CC(C)=CCC/C(C)=C/CNC(=O)C[C@H]1C[C@H](C(=O)N2CCOCC2)[C@@]2(C)c3[nH]c4ccc(Cl)cc4c3CCN2C1=O	0.4	79
COc1ccc(-c2cc(C(=O)N/N=C/c3cccnc3)c3ccccc3n2)cc1	-0.1	85
CCCCNC(=O)C(C)N(CCN(C)C)C(=O)CCCN1C(=O)NC(c2ccc(Cl)cc2)C(C(=O)OCc2ccccc2)=C1C (stereo not drawn)	0.1	94
N#C/C(=C\c1ccc[nH]1)C(=O)Nc1ccccc1F	0.1	108
CCN(CC)C(=O)[C@H]1C[C@H](CC(=O)NC/C=C(\C)CCC=C(C)C)C(=O)N2CCc3c([nH]c4cc(-c5ccco5)ccc34)[C@]12C	0.7	100
CCc1cc(Br)ccc1NC(=S)NCCc1ccccc1	0.1	87
COC(=O)[C@H](Cc1ccccc1)N1C/C=C\COc2c(Cl)cc(Cl)cc2S1(=O)=O	-0.1	92
CC(Oc1ccc(Br)cc1Br)C(=O)Nc1cccnc1 (stereo not drawn)	0.0	112
CCOC(=O)C1=CN(Cc2cccc(F)c2)S(=O)(=O)N(CC)C1c1ccccc1 (stereo not drawn)	0.9	96
CCN(CC)C(=O)[C@H]1CC(CC(=O)NCc2ccco2)C(=O)N2CCc3c([nH]c4ccc(OC)cc34)[C@]12C (stereo partly drawn)	-0.3	94
CCCCCCN1C(=O)CC(NC(=O)OCC2c3ccccc3-c3ccccc32)C/C=C\C1C(C)C (stereo not drawn)	0.0	91
CC1=CC[C@@]23CCCN2C(=O)CCC[C@H]3C1	-0.6	92
CCCN=C1N(CC)C[C@@H]2[C@@H]3C(=O)N(C)C(=O)[C@@H]3[C@](CC)(C(=O)OC)N12	0.2	93
CC[C@]12c3[nH]c4cc(-c5ccco5)ccc4c3CCN1C(=O)[C@@H](CC(=O)NCCC1=CCCCC1)C[C@@H]2C(=O)N1CCN(C(=O)c2ccco2)CC1	0.5	117
COCCCNC(=O)Cn1cnc2c(NCc3ccccc3)ncnc21	-0.1	96
C[C@]12c3[nH]c4cc(-c5ccco5)ccc4c3CCN1C(=O)[C@@H](CC(=O)NCC13CC4CC(CC(C4)C1)C3)C[C@@H]2C(=O)N1CCOCC1	0.5	96
COc1ccc(CNC2C[C@H]3CCCC(=O)N4CC[C@@H](C2)[C@@H]34)cc1 (stereo partly drawn)	0.1	98
CCc1ccc(NC(=S)N2CCN(S(=O)(=O)c3ccccc3)CC2)cc1	0.0	84
O=C1OCCN1C(=O)[C@H]1[C@H](c2ccccc2)C(c2ccccc2)=NN1c1ccc(Br)cc1	0.1	103
CC(C)(C)NC(=O)C[C@H]1C[C@H](C(=O)N2CCCCC2)[C@@]2(CCc3ccccc3)c3[nH]c4cc(-c5ccco5)ccc4c3CCN2C1=O	-0.1	107

compound	Efflux pump mplx	Yeast superoxide
Cc1ccc(C2CC(=O)Oc3cc(C)c(Br)c(C)c32)cc1 (stereo not drawn)	-0.1	107
COc1ccc(/C=N\NC(=O)c2ccc([N+](=O)[O-])cc2)cc1COc1c(F)c(F)cc(F)c1F	-0.2	97
COc1ccc2[nH]c3c(c2c1)CCN1C(=O)C(CC(=O)NCc2ccco2)C[C@H](C(=O)N2CCOCC2)[C@@]31C (stereo partly drawn)	-0.3	94
O=C1N[C@H]2CC=C[C@H]2N(Cc2cccs2)c2ccccc21	0.2	105
CCOC(=O)C1=CN(CC)S(=O)(=O)NC1CCc1ccccc1 (stereo not drawn)	-0.1	101
O=C(CSc1nc2ccc(Nc3nc(N4CCOCC4)nc(N4CCOCC4)n3)cc2s1)Nc1ccccc1F	-0.1	110
CC[C@]12c3[nH]c4cc(-c5ccco5)ccc4c3CCN1C(=O)[C@@H](CC(=O)NCCCN(C)C)C[C@@H]2C(=O)N1CCN(C(=O)c2ccco2)CC1	-0.2	104
CCCN=C1N(C)C[C@@H]2[C@@H]3C(=O)N(C)C(=O)[C@@H]3[C@](CC)(C(=O)OC)N12	-0.2	90
OC[C@@H]1[C@@H](c2ccccc2)C(c2ccc(F)cc2)=NN1c1ccccc1	0.0	101
COc1cc(OC)c2c(-c3cccc(-c4ccc(NC(C)=O)cc4)c3)cc(=O)oc2c1	0.3	128
COC(=O)c1ccc(CSC2=NC[C@@H]3[C@@H]4C(=O)N(Cc5ccccc5)C(=O)[C@@H]4[C@](C)(C(=O)OC)N23)cc1	0.0	90
COc1ccccc1-c1sc2cc3c(cc2c1-c1ccc(OCCN2CCOCC2)cc1)OCO3	0.6	95
CC[C@]12c3[nH]c4cc(CCC(=O)N(C)C)ccc4c3CCN1C(=O)[C@@H](CC(=O)NCCCN(C)C)C[C@@H]2C(=O)N1CCN(C(=O)c2ccco2)CC1	0.5	102
O=C(N/N=C/c1ccco1)c1[nH]ncc1Br	0.2	61*
Cc1ccc(/C=N/NC(=O)c2ccc(-n3cccc3)cc2)o1	0.0	117
O=C(Cc1ccc(F)cc1)N[C@@H]1c2ccccc2CC[C@@H]1O	-0.1	98
COC(=O)[C@@]1(Cc2ccccc2)[C@H]2C(=O)N(C)C(=O)[C@H]2[C@H]2CN=C(SC)N21	0.2	104
CC[C@]12c3[nH]c4ccc(OC)cc4c3CCN1C(=O)C(CC(=O)NC/C=C(\C)CCC=C(C)C)C[C@@H]2C(=O)N1CCN(C(=O)C2CC2)CC1 (stereo partly drawn)	0.4	91
CCN(CC)C(=O)[C@H]1C[C@H](CC(=O)NCCCn2ccnc2)C(=O)N2CCc3c([nH]c4cc(-c5ccco5)ccc34)[C@]12C	0.2	98
CCOC(=O)C1Oc2ccccc2C(c2cccc3ccccc23)=C1C(=O)OC (stereo not drawn)	-0.1	108

One compound at a time, as listed above. Screens in order: Efflux pump mplx | Yeast superoxide
Results for `CC[C@]12c3[nH]c4cc(CCC(=O)N(C)C)ccc4c3CCN1C(=O)[C@@H](CC(=O)NCCCN(C)C)C[C@@H]2C(=O)N1CCN(C(=O)c2ccco2)CC1` → 0.5 | 102
Results for `O=C(Cc1ccc(F)cc1)N[C@@H]1c2ccccc2CC[C@@H]1O` → -0.1 | 98

5 compounds drawn at random from those above:
compound	Efflux pump mplx	Yeast superoxide
CC[C@]12c3[nH]c4cc(-c5ccco5)ccc4c3CCN1C(=O)[C@@H](CC(=O)NCCCN(C)C)C[C@@H]2C(=O)N1CCN(C(=O)c2ccco2)CC1	-0.2	104
CCCN=C1N(C)C[C@@H]2[C@@H]3C(=O)N(C)C(=O)[C@@H]3[C@](CC)(C(=O)OC)N12	-0.2	90
Cc1ccc(C2CC(=O)Oc3cc(C)c(Br)c(C)c32)cc1 (stereo not drawn)	-0.1	107
CCOC(=O)C1Oc2ccccc2C(c2cccc3ccccc23)=C1C(=O)OC (stereo not drawn)	-0.1	108
COC(=O)[C@@]1(Cc2ccccc2)[C@H]2C(=O)N(C)C(=O)[C@H]2[C@H]2CN=C(SC)N21	0.2	104

(more compounds)
compound	Efflux pump mplx	Yeast superoxide
CCN1C(=O)[C@H]2[C@H]3CN=C(SCc4ccccc4)N3[C@@](C)(C(=O)OC)[C@H]2C1=O	-0.3	107
O=S(=O)(N[C@H](CO)c1ccccc1)c1ccc(Br)cc1F	-0.3	114
CCOC(=O)C1C(C(=O)OC)=C(C(=O)OC)c2ccccc2N1S(=O)(=O)C(F)(F)F (stereo not drawn)	0.5	92
Nc1ncnc2c1ncn2[C@@H]1O[C@H](CNS(=O)(=O)c2ccc3c(c2)CCN(C(=O)C(F)(F)F)C3)[C@@H](O)[C@H]1O	-0.4	97
CC[C@]12c3[nH]c4ccc(Cl)cc4c3CCN1C(=O)[C@@H](CC(=O)NC(C)(C)C)C[C@@H]2C(=O)N1CCN(C(=O)c2ccco2)CC1	0.4	95

Screening results (PubChem BioAssay)

This is a subset; count on the stated rates, not on these rows.
